IDE cell activ: human IDE activators in live cells, primary screen, fluorescence polarization, HEK cells, FAbeta-B substrate; Insulin-degrading enzyme (Homo sapiens), P14735; FAbeta-B cleavage; 0% vehicle, 100% cell-free pure enzyme wells; activation, % at 5.96 µM; 0.073% of 340,000 active;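 active = activation above the mean of all tested compounds plus 3 SD, set per screening campaign, cut at about 17% in these data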
PHOSPHO1 block: PubChem AID 1565; Phosphoethanolamine/phosphocholine phosphatase (Homo sapiens), Q8TCT1; recombinant PHOSPHO1, absorbance phosphatase assay; inhibition, % at 13.3 µM; 1.1% of 290,000 active; in the data active = inhibition above about 60%
IDE inh: human IDE inhibitors in live cells, primary screen, fluorescence polarization, HEK cells, FAbetaB substrate | Insulin-degrading enzyme (Homo sapiens), P14735 | FAbetaB cleavage | inhibition, % at 5.59 µM | 0.41% of 320,000 active;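 active = percent inhibition above the average of all tested compounds plus 3 SD, set per screening campaign, cut at about 16% in these data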;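 note: IDE supplied by intact live HEK cells; FP after avidin binding of uncleaved biotin substrate so inhibition keeps polarization high; 0% = DMSO wells and 100% = 60 µM reference IDE inhibitor Ii1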
CHRM4 PAM: human M4 muscarinic receptor positive allosteric modulators, primary screen, CHO-K1 cells, Fluo-8 calcium fluorescence. CHO-K1 hM4/Gqi5, ACh EC20; 0% = ACh EC20, 100% = maximal ACh. activation, % at 3 µM. Muscarinic acetylcholine receptor M4 (Homo sapiens), P08173. 0.4% of 360,000 active;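 active = activation above its plate's cutoff, the mean activation of sample wells plus 3 SD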; note: some results filed as inactive read as strong as hits
GalR3 antagonist: GalR3 antagonists in HEK293 cells, primary screen, cell-based, fluorescence readout; Galanin receptor type 3 (Homo sapiens), O60755; HEK293 GalR3-CNG cAMP membrane potential fluorescence; galR3 body fused to GalR1 C-terminus; inhibition, % at 3 µM; 0.44% of 360,000 active; AID 651719, 2012;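 active = inhibition above the screen-wide average plus 3 SD, cut at about 13% in these data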;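 note: forskolin and galanin both at EC90 stimulate the cells; cAMP rise reported by CNG channel membrane potential dye signal; 0% = forskolin plus galanin with DMSO and 100% = forskolin alone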
Target sequence (O60755 1-299 limits assumed): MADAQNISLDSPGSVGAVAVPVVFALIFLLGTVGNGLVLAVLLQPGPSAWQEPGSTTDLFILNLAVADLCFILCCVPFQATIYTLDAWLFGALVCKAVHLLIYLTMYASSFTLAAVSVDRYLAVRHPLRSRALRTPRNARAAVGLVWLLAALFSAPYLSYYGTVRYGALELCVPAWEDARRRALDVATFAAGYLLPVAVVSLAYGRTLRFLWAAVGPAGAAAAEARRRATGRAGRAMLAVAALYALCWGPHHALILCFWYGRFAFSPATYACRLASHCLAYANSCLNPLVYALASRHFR
CRFR2-BP ag: agonists of CRF-BP/CRF-R2 complex, primary screen, cell-based, HEK293, calcium dye fluorescence, uHTS; calcium dye fluorescence (FLIPR); percent of saturating CRF peptide response; activation, % at 13.2 µM; 0.46% of 350,000 active;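 active = activation of at least 50%, plus an integration ratio under a set limit after plate pattern correction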;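 note: plate controls were neutral control wells without compound for no effect and CRF at EC100 for full effect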
pCIP destab: p/CIP-EGFP fusion destabilizers, primary screen, fluorescence, F442A cells. Q05BA5. 16 h. decrease of EGFP signal, % at 10 µM. 0.01% of 290,000 active. AID 1984, 2009;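 active = EGFP signal decrease of at least 30% at 10 µM or well 3 SD below plate mean, unless failing retest; inactive = the rest, including hits failing retest or dose response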; note: some compounds called inactive have numbers as strong as hits; many of its hits are not listed in these tables
MEKK3 PB1 HTS: modulators of MEKK3-MEK5 PB1 binding, primary screen, biochemical, wildtype MEKK3, multiplex bead flow cytometry, Alexa488-MEK5; Mitogen-activated protein kinase kinase kinase 3 (Homo sapiens), Q99759; bead-based flow cytometry, Alexa488-MEK5 binding to MEKK3; actives lie on both sides; 0 = blocked by unlabeled MEK5, 100 = vehicle; binding response (% of control), % at 10 µM; 1.4% of 290,000 active; AID 1529, 2009;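 active = binding response more than 3 SD above or below the average of its plate-row segment, actives on both sides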;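 note: Alexa488 bead fluorescence after subtracting the streptavidin-only scavenger bead signal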
Target sequence (Q99759 whole entry, looked up): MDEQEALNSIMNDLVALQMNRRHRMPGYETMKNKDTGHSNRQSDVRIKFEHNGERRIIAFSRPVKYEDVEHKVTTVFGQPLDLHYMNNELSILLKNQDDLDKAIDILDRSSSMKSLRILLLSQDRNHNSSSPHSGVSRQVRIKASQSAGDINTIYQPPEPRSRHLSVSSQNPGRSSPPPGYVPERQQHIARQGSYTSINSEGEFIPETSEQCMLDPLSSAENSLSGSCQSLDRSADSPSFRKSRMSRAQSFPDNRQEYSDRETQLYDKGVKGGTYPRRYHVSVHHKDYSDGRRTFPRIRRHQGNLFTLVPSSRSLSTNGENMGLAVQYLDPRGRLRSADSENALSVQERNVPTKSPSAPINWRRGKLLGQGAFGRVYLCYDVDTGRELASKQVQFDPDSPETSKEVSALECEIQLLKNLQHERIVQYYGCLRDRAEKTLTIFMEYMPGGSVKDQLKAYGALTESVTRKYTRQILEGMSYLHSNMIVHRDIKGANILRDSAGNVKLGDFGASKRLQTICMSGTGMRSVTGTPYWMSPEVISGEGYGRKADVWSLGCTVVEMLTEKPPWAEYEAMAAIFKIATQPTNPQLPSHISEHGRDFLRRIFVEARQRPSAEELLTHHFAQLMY
CRFBP-R2 block: antagonists of CRF-BP/CRF-R2 complex, primary screen, cell-based, HEK293, calcium dye fluorescence, uHTS; CRF-induced calcium fluorescence; inhibition, % at 11.8 µM; 0.59% of 350,000 active; AID 588475, 2011;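 active = inhibition of the ligand-induced calcium signal above about 50% at the single tested concentration, limit read from the data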
An asterisk follows results filed as active; . = no result given.

compound	IDE cell activ	PHOSPHO1 block	IDE inh	CHRM4 PAM	GalR3 antagonist	CRFR2-BP ag	pCIP destab	MEKK3 PB1 HTS	CRFBP-R2 block
O=C(CN1CCCC1c1cccs1)Nc1cc(S(=O)(=O)N2CCCCC2)ccc1Cl (stereo unspecified)	0.8	.	.	3.4	-4.6	3.0	.	.	3.5
CC(C)c1ccc(S(=O)(=O)Nc2ccc3c(c2)OCO3)cc1	-4.0	.	-0.3	-9.0	-1.6	0.2	.	.	-1.6
CCOc1ccc(NC(=O)Cn2cc(C(C)=O)c3ccccc32)cc1	-3.6	27.0	-1.1	-6.1	-9.5	-0.4	-20.4	104.0	-1.7
O=C(NNC(=O)c1cccnc1SCc1cccc([N+](=O)[O-])c1)c1ccccn1	5.3	-10.7	1.9	12.7	0.7	-0.5	-6.3	134.0*	6.7
OCCNc1nc(-c2cccnc2)nc2ccccc12	0.3	6.6	1.2	6.7	-11.7	1.2	-2.3	99.0	7.4
CC1CCCN(Cc2nc3c(c(=O)n(C)c(=O)n3C)n2CCc2ccccc2)C1 (stereo unspecified)	6.2	10.4	2.5	-1.4	-0.9	-0.8	-9.5	99.0	-5.4
CC(Sc1nnc(C(F)(F)F)n1C)C(=O)NC(N)=O (stereo unspecified)	3.4	11.4	5.6	1.5	-2.7	-0.2	-6.9	106.0	-4.7
Cc1nc(SCc2nc3c(F)cccc3[nH]2)c2oc3ccccc3c2n1	-1.1	.	-2.8	4.7	-0.3	0.4	.	.	-8.1
C=CCSc1n[nH]c(=O)n1-c1cccc(C(F)(F)F)c1	-0.1	36.8	13.6	-11.8	-5.3	-0.4	-0.8	102.0	-9.2
COc1cccc(NC(=O)NC2(C(F)(F)F)Oc3ccccc3O2)c1	4.0	0.1	7.3	4.5	-2.8	0.5	10.8	103.0	-18.6
CC(=O)N1CCN(C(=O)c2cc(=O)c3ccccc3o2)CC1	1.3	26.5	-4.5	-3.6	-5.0	0.6	-12.6	104.0	13.0
Cc1ccccc1NS(=O)(=O)c1cc(C(=O)N2CCc3ccccc3C2)ccc1C	-4.0	13.7	-2.0	-9.1	-8.0	-1.7	-11.0	.	12.3
CC1=C(C(=O)OCc2ccccc2)C(/C=C/c2ccccc2)NC(=S)N1 (stereo unspecified)	-5.8	-6.4	7.4	-4.7	2.3	-1.2	-5.6	103.0	16.7
O=C(Nc1ccc(O)c(-c2nc3ccccc3o2)c1)C1(c2ccc(Br)cc2)CCCC1	-1.3	-5.8	1.1	2.1	-2.2	-1.1	-12.4	104.0	-36.3
O=C(NCCC(=O)N1CCN(S(=O)(=O)c2ccccc2)CC1)c1ccc(Br)cc1	-3.1	.	8.5	3.4	-1.4	0.4	.	.	40.4
CN(C)c1ccc(C(=O)Nc2cccc(S(=O)(=O)NC3=NCCCCC3)c2)cc1	-2.4	.	-1.2	-1.0	-6.1	-1.0	.	.	-5.7
O=C(Nc1nccs1)c1ccc2nccnc2c1	8.0	-13.6	4.9	-1.0	1.9	2.1	3.5	98.0	3.3
O=C1CC(c2ccccc2)C(=O)N1c1cccc(O)c1 (stereo unspecified)	0.6	-17.2	-4.7	0.0	3.3	2.7	-1.7	94.0	23.4
O=C(CN1CCN(S(=O)(=O)c2ccc(Br)s2)CC1)N1CCc2ccccc21	.	.	.	11.4	-6.5	2.1	.	.	-4.2
Cc1ccc(CC2C(=O)N(CC(=O)O)C(=O)C2C)cc1 (stereo unspecified)	1.9	-19.9	-2.7	14.9	-1.4	-0.8	-6.4	97.0	-12.4
CC1CCN(c2ncnc3c2cnn3-c2ccccc2)CC1	5.2	-3.3	-0.9	-2.1	-0.4	0.9	-12.2	104.0	-2.5
Cc1ccc(CCN2CC(C(=O)NCCCOC(C)C)CC2=O)cc1 (stereo unspecified)	1.7	-1.7	-0.2	6.8	.	-2.4	9.3	103.0	23.3
CCOC(=O)C1=C(O)C(=O)NC(c2ccccc2)=C(OCC)C1	3.5	-13.0	0.1	7.0	-6.4	0.0	-7.0	101.0	-10.8
Cc1ccccc1C1NC(=S)NC2=C1C(=O)CC(C)(C)C2 (stereo unspecified)	-1.7	3.5	-2.1	-1.9	-4.3	-0.6	0.3	101.0	-6.3
O=S(=O)(c1ccc(Cl)c(C(F)(F)F)c1)N1CCN(c2ccccn2)CC1	6.5	-43.4	3.1	-3.6	1.8	-0.4	3.9	105.0	-1.2

Part of the list above, with values under each structure:
Fields: IDE cell activ	PHOSPHO1 block	IDE inh	CHRM4 PAM	GalR3 antagonist	CRFR2-BP ag	pCIP destab	MEKK3 PB1 HTS	CRFBP-R2 block
O=C(CN1CCN(S(=O)(=O)c2ccc(Br)s2)CC1)N1CCc2ccccc21
 : .	.	.	11.4	-6.5	2.1	.	.	-4.2
Cc1ccc(CC2C(=O)N(CC(=O)O)C(=O)C2C)cc1 (stereo unspecified)
 : 1.9	-19.9	-2.7	14.9	-1.4	-0.8	-6.4	97.0	-12.4
CC1CCN(c2ncnc3c2cnn3-c2ccccc2)CC1
 : 5.2	-3.3	-0.9	-2.1	-0.4	0.9	-12.2	104.0	-2.5

Laid out differently: entries from further up.
CN(C)c1ccc(C(=O)Nc2cccc(S(=O)(=O)NC3=NCCCCC3)c2)cc1
- IDE cell activ = -2.4
- PHOSPHO1 block = .
- IDE inh = -1.2
- CHRM4 PAM = -1.0
- GalR3 antagonist = -6.1
- CRFR2-BP ag = -1.0
- pCIP destab = .
- MEKK3 PB1 HTS = .
- CRFBP-R2 block = -5.7

O=C(Nc1nccs1)c1ccc2nccnc2c1
- IDE cell activ = 8.0
- PHOSPHO1 block = -13.6
- IDE inh = 4.9
- CHRM4 PAM = -1.0
- GalR3 antagonist = 1.9
- CRFR2-BP ag = 2.1
- pCIP destab = 3.5
- MEKK3 PB1 HTS = 98.0
- CRFBP-R2 block = 3.3

Additional results
compound	IDE cell activ	PHOSPHO1 block	IDE inh	CHRM4 PAM	GalR3 antagonist	CRFR2-BP ag	pCIP destab	MEKK3 PB1 HTS	CRFBP-R2 block
Cc1ccc([N+](=O)[O-])cc1NC(=O)c1ccoc1C	1.4	-0.5	2.6	-2.5	-3.4	-7.5	-0.2	102.0	-4.8
Fc1ccc(-c2ccnc(=S)[nH]2)cc1	-23.9	43.6	39.6*	2.7	-10.9	-0.4	-9.3	99.0	-4.4
O=C1Nc2ccc(NS(=O)(=O)c3cccs3)c3cccc1c23	3.2	11.7	0.0	10.3	0.6	2.2	2.5	.	-10.8
Cn1c(SCC(=O)NCC2CCCO2)nnc1-c1c[nH]c2ccccc12 (stereo unspecified)	-3.4	-22.1	2.2	5.4	.	-2.0	-1.7	107.0	7.2
CC(C)C1Oc2cc3oc(=O)ccc3cc2C1=O (stereo unspecified)	2.8	38.7	-4.3	-1.4	-0.9	-4.5	-16.1	89.0	3.2
CCCn1ncc(CN2CCC(n3nccc3NC(=O)CCc3ccccc3)CC2)c1C	3.9	19.1	-0.3	-0.4	-1.4	-2.9	4.2	100.0	-4.0
CN(CC(=O)Nc1cccc(F)c1)C(=O)c1ccccc1-n1cnnn1	5.3	.	.	9.0	-1.6	1.5	.	.	-4.1
O=C(c1ccc(S(=O)(=O)Nc2ccccc2)cc1)N1CCCCCCC1	4.1	19.8	-0.4	-6.3	-1.4	20.4	-4.7	104.0	-19.6
CC(C)(C)c1cc(NC(=O)c2ccc(OC3CCCC3)cc2)no1	-2.1	-0.3	7.4	2.2	1.9	2.1	6.7	106.0	-46.7
Cc1oc(-c2cccc(Cl)c2)nc1CN1CCC(C(=O)NCCCN2CC(C)CC(C)C2)CC1 (stereo unspecified)	-2.0	34.4	-2.8	2.0	.	-0.5	-7.4	101.0	2.2
COC(=O)C(Cc1ccccc1)NC(=O)CCNC(=O)c1ccc(Br)cc1 (stereo unspecified)	-2.5	4.1	-1.1	1.6	-1.1	-0.1	7.1	98.0	3.2
C=CCN1C(=O)C(Cc2ccc(OC)cc2)S/C1=N/N=C/c1ccco1 (stereo unspecified)	7.3	-6.9	-1.0	-16.8	-6.2	3.9	-2.8	103.0	25.2
CCCC(=O)NC(=S)Nc1ccc(S(=O)(=O)Nc2ccc(OCC)cc2)cc1	2.8	18.2	-3.3	7.4	-5.2	54.7*	-5.4	97.0	-108.9
CN1C(=O)c2ccccc2C(C(=O)NCCCN2CCCC2=O)C1c1c[nH]c2ccccc12 (stereo unspecified)	.	9.1	-7.9	.	1.0	-0.5	1.9	99.0	4.4
O=C(Nc1ccc(-n2ccnc2P(=O)(O)c2ccccc2)cc1)c1ccccc1Br	-6.7	-10.7	-2.0	7.0	5.3	-0.5	-6.3	.	-26.4
CC(C)(C)OC(=O)N1Cc2ccccc2C[C@H]1C(=O)NCC(=O)NC1CCCC1	3.4	19.9	-2.4	0.0	-0.7	-2.0	-18.5	106.0	1.1
O=C(Nc1ccc2c(c1)OCO2)c1ccc(NC2CC2)c([N+](=O)[O-])c1	-3.6	1.6	9.6	-0.9	-3.2	-1.7	-18.1	151.0*	-0.6
O=C(Nc1ccccc1)Nc1csc2ccccc12	.	46.0	0.9	-8.4	-4.1	0.0	-14.2	90.0	6.4
CCN(c1ccccc1)S(=O)(=O)c1cc(C(=O)NCC(c2ccco2)N2CCCCC2)ccc1C (stereo unspecified)	3.0	.	-4.1	-10.5	-5.8	1.4	.	.	-6.8
CCOC(=O)N1C=CC(C)=C[C@@H]2[C@@H](N3C(=O)c4ccccc4C3=O)C(=O)N21	3.5	-5.0	-5.0	0.5	-7.2	0.7	4.6	94.0	-8.0
CCNC(=O)c1cccc(NC(=O)C2CC(=O)N(CCc3ccccc3)C2)c1 (stereo unspecified)	-1.7	.	2.9	18.3	4.5	0.5	.	.	30.9
NC(=O)C1CCN(c2ccc(C(F)(F)F)cn2)CC1	-3.6	-15.8	5.2	-4.3	-4.7	4.3	-3.9	103.0	11.4
COc1cc(OC)cc(C(=O)NCC(=O)Nc2ccc(-c3ccccc3)cc2)c1	-6.6	26.9	6.3	4.6	-6.6	3.8	5.9	103.0	-19.2
CCOC(=O)c1c(C)[nH]c(C)c1-c1ccccc1OC	1.3	24.2	0.6	6.3	2.5	0.3	-11.7	111.0	-3.4
CCOC12NC(=O)CC(=O)N1C(c1ccccc1)=CS2 (stereo unspecified)	-1.7	8.6	5.7	2.5	-2.8	1.6	-4.8	100.0	29.8
CCN(CC(=O)NCc1ccc(Cl)cc1)C(=O)CSc1ccc(Br)cc1	1.9	19.0	3.8	-4.2	-5.7	-5.2	6.6	99.0	29.1
